Compound activity from PubChem.
TrxR1 substrate: substrates of rat thioredoxin reductase 1; O89049; purified TrxR1 substrate turnover, NADPH consumption readout; Potency, µM (top dose mostly 114 µM), inactives show at the top dose activity change, negative = substrate turnover; 390,000 tested, 0.01% active; AID 588456; further: on the % scale 0 is the no-effect control and ±100 the full control effect; nearly all actives have a fitted effect of over 50% in size
Target sequence (O89049 whole entry, looked up): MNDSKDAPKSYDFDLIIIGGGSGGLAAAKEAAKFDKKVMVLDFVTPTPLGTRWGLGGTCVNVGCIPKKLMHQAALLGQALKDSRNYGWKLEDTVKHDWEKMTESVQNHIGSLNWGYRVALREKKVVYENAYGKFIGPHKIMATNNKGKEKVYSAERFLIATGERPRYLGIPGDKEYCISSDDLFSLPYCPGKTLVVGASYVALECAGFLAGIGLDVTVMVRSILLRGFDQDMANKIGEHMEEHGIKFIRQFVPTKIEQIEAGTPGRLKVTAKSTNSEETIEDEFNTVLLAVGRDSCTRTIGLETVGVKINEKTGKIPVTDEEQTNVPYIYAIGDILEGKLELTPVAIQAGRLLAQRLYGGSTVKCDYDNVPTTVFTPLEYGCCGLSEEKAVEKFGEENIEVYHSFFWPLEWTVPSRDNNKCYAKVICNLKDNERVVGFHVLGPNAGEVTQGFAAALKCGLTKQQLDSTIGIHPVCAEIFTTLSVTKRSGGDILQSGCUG
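Rat TrxR1, dispensed at 90 nM, was prereduced with 400 uM NADPH (final) for 5 min at ~22 deg C, then incubated with compound 15 min before 400 uM selenite. A first-read NADPH fluorescence drop versus no-compound background flagged substrates.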
USP1-UAF1 inh: USP1/UAF1 (human) deubiquitinase inhibition | O94782 | recombinant USP1/UAF1, Ub-Rhodamine cleavage fluorescence | Potency, µM (titrated, usually from 57.1 µM), for the others: at the highest dose activity change, negative = inhibition, hits mostly inhibitors | 390,000 tested, 0.23% active | AID 743255; further: on the % scale 0 is the no-effect control and ±100 the full control effect; nearly all actives have a fitted effect of over 60% in size; inactives centre near -12
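Step one: compound is pinned into 1nM USP1/UAF1 in HEPES pH 7.8 buffer with TCEP. Step two: 15 min room-temperature incubation. Step three: Ub-Rho (150nM final) starts cleavage, tracked by fluorescence over six one-minute reads.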
ALOX12 inh: ALOX12 (human) lipoxygenase inhibition. 580,000 tested, 1.1% active. P18054. purified 12hLO, xylenol orange hydroperoxide absorbance. Potency, µM (top dose mostly 108 µM), inactives show top-dose activity change, negative = inhibition, hits mostly inhibitors; further: on the % scale 0 is the no-effect control and ±100 the full control effect
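Hydroperoxide product was detected by ferrous iron/xylenol orange as the 573 to 405 nm absorbance ratio. Arachidonic acid at 40 uM (final) was turned over for 30 min at room temperature by 150 nM human 12hLO, pH 7.0 Hepes buffer, after 15 min compound preincubation.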
mIDH1 inhibitor: human IDH1 R132H inhibition; O75874; IDH1-R132H enzyme, NADPH consumption, diaphorase/resazurin fluorescence; Potency, µM (titrated, usually from 76.6 µM), inactives show top-dose activity change, negative = inhibition, hits mostly inhibitors; 390,000 tested, 0.093% active; AID 602179; further: on the % scale 0 is the no-effect control and ±100 the full control effect; nearly all actives have a fitted effect of over 65% in size
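IDH1-R132H (0.5 ug/mL) preincubated 30 min with compound, then NADPH (0.016 mM) and alpha-KG (2 mM) added; 80 min at RT, pH 7.5. Remaining NADPH coupled via diaphorase/resazurin to fluorescence (540/590 nm); concentration-response curves normalized to no-enzyme control.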
Vif-A3G inh: Vif-A3G binding inhibition; Potency, µM (top dose mostly 46.1 µM), for the others: top-dose activity, negative = active, usual class: inhibitors; HeLa A3G-eYFP + Vif (tagged APOBEC3G with the HIV-1 protein that degrades it), YFP fluorescence, overnight; 410,000 tested, 0.076% active; Q9HC16;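 further: on the % scale 0 is the no-effect control and ±100 the full control effect; nearly all actives have a fitted effect of over 60% in size; hits raise eYFP signal because A3G escapes Vif-driven loss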
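Read-out is eYFP fluorescence (Ex 488/Em 500-530) from Vif-expressing HeLa A3G-eYFP cells; more signal means A3G escaped Vif-mediated degradation. Cells plated overnight, compound pinned in, incubated overnight at 37 deg C.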
RXFP1 ag: agonists of human relaxin receptor RXFP1 | Potency, µM (doses to about 57.5 µM), for inactives: at the top dose activation, most hits filed as activators | HEK293T-RXFP1 cAMP TR-FRET, 30 min; response scale: percent of porcine relaxin response, buffer zero | 370,000 tested, 0.3% active; further: on the % scale 0 is the no-effect control and ±100 the full control effect; nearly all actives have a fitted effect of over 60% in size; many of its hits are not listed in these tables
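Agonist response is measured as cAMP accumulation in an RXFP1-transfected HEK293T line under PDE4 inhibition. Values are scaled between buffer-only and 29 nM porcine relaxin, and EC50s come from standard Hill equation fits.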
Vif-A3F inh: blocks the Vif interaction with APOBEC3F | HeLa A3F-eYFP + Vif (tagged APOBEC3F with the HIV-1 protein that degrades it), YFP fluorescence increase | Potency, µM (titrated, usually from 46.1 µM), inactives show at the top dose activity, negative = active | 390,000 tested, 0.2% active | AID 602313; further: % of control where 0% means no effect; nearly all actives have a fitted effect of over 65% in size
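HeLa cells stably expressing A3F-eYFP plus Vif, plated and incubated overnight at 37 deg C, then exposed to compounds overnight at 37 deg C. Blocked degradation read as raised yellow fluorescence (Ex 488/Em 500-530).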
TrxR1 inh: blocks rat thioredoxin reductase 1. O89049. recombinant rTrxR1, NADPH fluorescence consumption, selenite substrate. Potency, µM (doses to about 114 µM), inactives show at the top dose activity change, negative = inhibition, actives largely listed as inhibitors. 390,000 tested, 1% active. AID 588453; further: on the % scale 0 is the no-effect control and ±100 the full control effect; nearly all actives have a fitted effect of over 65% in size
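Rat TrxR1 (90 nM in the dispensed reagent) was pre-reduced with 400 uM NADPH for 5 min at room temperature, then incubated with compound for 15 min. After 400 uM selenite was added, NADPH fluorescence (Ex 340/Em 450 nm) was followed for 8 min.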
RGS4 inhibitor: inhibitors of human regulator of G protein signaling 4; P49798; Transcreener GDP fluorescence polarization, RGS4-accelerated GTP hydrolysis; Potency, µM (doses to about 114 µM), for the others: at the top dose activity change, negative = inhibition, most hits filed as inhibitors; 390,000 tested, 0.039% active; further: on the % scale 0 is the no-effect control and ±100 the full control effect; nearly all actives have a fitted effect of over 75% in size; some results filed as inactive show a strong effect at the top dose
Target sequence (P49798 whole entry, looked up): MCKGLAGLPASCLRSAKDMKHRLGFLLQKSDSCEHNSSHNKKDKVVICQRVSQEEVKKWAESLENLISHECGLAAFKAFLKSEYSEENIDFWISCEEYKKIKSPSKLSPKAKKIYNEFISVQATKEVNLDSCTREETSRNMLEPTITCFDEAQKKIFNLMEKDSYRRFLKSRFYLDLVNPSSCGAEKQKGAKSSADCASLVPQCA
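MLSMR compounds (23 nl, pin-transferred) preincubated 10 min at room temperature with a 500nM (2x) first reagent, then RGS4 at 900nM (2x) plus Transcreener GDP mix added; fluorescence polarization (620/688 nm) read before and after 90 min at 30 °C.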
* = called active by the depositor; ? = inconclusive; . = no result given; & = joins results of further samples; [ ] = dose if it differs, or a comment. The call rests on the fitted dose curve; in most records, active means well fitted curve in the direction sought with a large enough effect; inconclusive means small, poorly fitted or top-dose-only effect, or another doubt; inactive means no such curve, though single readings can be large; an effect the other way counts as inactive or inconclusive. Potency means the concentration at half of the fitted maximal effect. An excerpt; count on the stated rates, not on these rows.

SMILES	TrxR1 substrate	USP1-UAF1 inh	ALOX12 inh	mIDH1 inhibitor	Vif-A3G inh	RXFP1 ag	Vif-A3F inh	TrxR1 inh	RGS4 inhibitor
COC(=O)c1cn(NC(=O)c2cccc(OC)c2)c(=O)c2ccccc12	18%[57.1 µM]	-13%	0%	3%	3%	0.8%	4%	12%[57.1 µM]	-17%
COc1ccc2[nH]c(=O)c(CN(C)C(=O)COc3ccccc3)cc2c1	26%[57.1 µM]	-14%	5%	-1%	1%	3.5%	-12%	17%[57.1 µM]	-11%
Cn1cccc1C(=O)NC(=O)COC(=O)CC12CC3CC(CC(C3)C1)C2	-6%	-24%	-5%	6%	1%	-0.1%	-3%	17%[57.1 µM]	8%
NC(=O)NC(=O)COC(=O)c1ccc(Cl)c(S(=O)(=O)N(Cc2ccccc2)c2ccc(Cl)cc2)c1	4%[0.0914 µM]	-8%	-3%	-2%	-22%	-0.6%	-2%	13%	-7%
CCOc1ccc(NC(=O)CCn2cnc3onc(-c4ccc(F)cc4)c3c2=O)cc1	0%	-16%	?	-12%	2%	-1.5%	3%	10%	?
CCOc1ccc(NC(=O)C2C3C=CC4(O3)C2C(=O)N(Cc2cccnc2)C4C(=O)NC2CCCCC2)cc1 (stereo not given)	11%	-15%	.	7%	-1%	1.2%	-3%	5%[57.1 µM]	-2%
CC(C)Cc1nc(N2CCOCC2)c(C#N)c2c1COC(C)(C)C2	39%[activator][57.1 µM]	-20%	?	7%	-4%	2.4%	-8%	57%	-17%
COc1ccc(CNCc2ccc(C)cc2)c(OC)c1	1%[57.1 µM]	-17%	?	5%	0%	2.5%	-14%	-11%[57.1 µM]	-13%
O=C(CCCSc1nc2ccccc2[nH]1)Nc1nnc(-c2ccccc2)o1	-3%	-16%	0%	12%	-5%	-0.3%	-4%	-7%	-28%
CC1CCCC(NC(=O)COC(=O)c2ccccc2C(=O)N(C)C2CCCCC2)C1C (stereo not given)	.	0%	-3%	4%	0%	.	-7%	.	.
CSc1nc2nc3c(cc2c(=O)n1-c1ccccc1C)CCCC3	3%	-24%	?	9%	0%	0.4%	6%	11%	-29%
COC(=O)c1ccccc1C(=O)N1CCOCCN(C(=O)c2ccccc2C(=O)OC)CCOCC1	-13%	-2%	-3%	4%	0%	3.1%	3%	-18%	18%
CC1CCCN(CC(O)COc2ccc(-c3ccccc3)cc2)C1 (stereo not given)	5%	-7%	-7%	10%	-1%	-3.3%	3%	14%	7%
Cc1cc2cc(C(c3nnnn3CC3CCCO3)N3CCCc4ccccc43)c(=O)[nH]c2cc1C (stereo not given)	-3%	-20%	-26%	5%	1%	3.2%	-1%	1%	-19%
O=C(NNC1=Nc2cccc3cccc1c23)c1ccc(Br)cc1	6%[57.1 µM]	-11%	?	2%	-26%	-1.1%	?	14%[57.1 µM]	-8%
Cc1ccc(S(=O)(=O)NC(=NCC(=O)O)c2ccc(F)cc2)cc1	14%[57.1 µM]	-15%	-6%	13%	-3%	-2.7%	-4%	23%	-17%
COCCCN(C(=O)Cc1ccc(Cl)c(Cl)c1)c1c(N)n(Cc2ccccc2)c(=O)[nH]c1=O	0%	-17%	0%	-1%	5%	2.9%	2%	12%	-12%[11.4 µM]
CCc1ccc(-c2cc(C)no2)cc1S(=O)(=O)N1CCN(c2ccccc2F)CC1	6%	-14%	4%	-4%	-1%	-0.3%	-1%	29%	1%
COc1ccc(S(=O)(=O)N2CCN(c3ncccn3)CC2)cc1OC	4%[57.1 µM]	-13%	35µM*	-5%	3%	-2.9%	-1%	15%[57.1 µM]	4%
COc1ccc(CCNC(=O)Cn2nc(C)c3c(C)n(-c4ccc(C)cc4)nc3c2=O)c(OC)c1	9%	-30%	?	5%	4%	4.4%	6%	26%	?

Record cards (already shown).
Profile of `O=C(NNC1=Nc2cccc3cccc1c23)c1ccc(Br)cc1` : TrxR1 substrate = 6%[57.1 µM]; USP1-UAF1 inh = -11%; ALOX12 inh = ?; mIDH1 inhibitor = 2%; Vif-A3G inh = -26%; RXFP1 ag = -1.1%; Vif-A3F inh = ?; TrxR1 inh = 14%[57.1 µM]; RGS4 inhibitor = -8%
Profile of `Cc1ccc(S(=O)(=O)NC(=NCC(=O)O)c2ccc(F)cc2)cc1` : TrxR1 substrate = 14%[57.1 µM]; USP1-UAF1 inh = -15%; ALOX12 inh = -6%; mIDH1 inhibitor = 13%; Vif-A3G inh = -3%; RXFP1 ag = -2.7%; Vif-A3F inh = -4%; TrxR1 inh = 23%; RGS4 inhibitor = -17%
Profile of `COCCCN(C(=O)Cc1ccc(Cl)c(Cl)c1)c1c(N)n(Cc2ccccc2)c(=O)[nH]c1=O` : TrxR1 substrate = 0%; USP1-UAF1 inh = -17%; ALOX12 inh = 0%; mIDH1 inhibitor = -1%; Vif-A3G inh = 5%; RXFP1 ag = 2.9%; Vif-A3F inh = 2%; TrxR1 inh = 12%; RGS4 inhibitor = -12%[11.4 µM]

Other records follow.
SMILES	TrxR1 substrate	USP1-UAF1 inh	ALOX12 inh	mIDH1 inhibitor	Vif-A3G inh	RXFP1 ag	Vif-A3F inh	TrxR1 inh	RGS4 inhibitor
O=C(NCCNC(=O)c1ccc(Cl)cc1Cl)c1ccccn1	6%	-18%	-13%	6%	1%	1.1%	8%	29%	9%
O=C1OCCC1Sc1nnnn1-c1ccc(Cl)cc1 (stereo not given)	1%[57.1 µM]	-10%	284%[activator]	3%	0%	-0.4%	9%	23%[57.1 µM]	6%
Cc1cccc(CNC(=O)Cc2csc3ccccc23)c1	23%[0.457 µM]	-14%	-9%	.	-4%	-1.2%	.	36%[0.457 µM]	2%
COc1ccc(S(=O)(=O)N2CCN(S(=O)(=O)c3ccc4c(c3)OCCO4)CC2)cc1	4%	-5%	0%	-3%	-1%	4.1%	-21%	10%	9%
O=C(Nc1ccc2nc(C3CC3)n(Cc3ccccc3)c(=O)c2c1)C1CC1	9%	-15%	2%	12%	1%	-0.5%	0%	15%	-16%
Cc1ccccc1NC(=O)c1ccccc1NC(=O)c1ccccc1F	-1%&0%	-21%&3%	?	0%&-6%	-1%&7%	0.0%&18%	-8%&3%	8%&-3%	-16%&-19%
Cc1cc(-c2sccc2Br)nc(-n2cccc2)n1	7%	-16%	2%	10%	-2%	?	3%	23%[57.1 µM]	-44%
O=C(Nc1nnc(-c2cccs2)o1)c1cccc(F)c1	-8%	-19%	0%	2%	0%	.	?	-2%	13%
COc1cccc(/C=C/C(=O)OCC(=O)NC2CC2)c1OC	2%	-11%	-3%	3%	2%	.	3%	5%	-7%
CCc1cccc2c(-c3ccccc3)nc(SCC(=O)Nc3ccccc3)nc12	2%	-4%	-26%	1%	0%	2.2%	-1%	18%	10%
CCC(=O)Nc1cccc(C(=O)/C=C/c2ccccc2)c1	-10%	-11%	439%[activator]	1%	?	3.2%	-6%	?	-53%
C=CCn1c(N2CCOCC2)nc2c1c(=O)[nH]c(=O)n2C	6%[57.1 µM]	-17%	-9%&1%	0%	-1%	3.3%	15%	14%[57.1 µM]	4%
O=C(COC(=O)C1=COCCO1)NCc1ccc(Cl)cc1Cl	.	4%	-10%	-7%	0%	.	-2%	.	.
Cc1ccccc1N(C(=O)Cc1c[nH]c2ccccc12)C(C(=O)NC1CCCCC1)c1ccco1 (stereo not given)	-12%	-10%	-29%	?	-1%	3.7%	-1%	-6%	-13%
Cn1cc(Cl)c(-c2nc3ccccc3[nH]2)n1	3%[57.1 µM]	-14%	0%	3%	-2%	0.2%	0%	20%[57.1 µM]	-2%
CC12CN(C(=O)c3ccco3)CC(c3ccccc3)(CN(C(=O)c3ccco3)C1)C2=O	13%[57.1 µM]	-8%	0%	-2%	-5%	-0.4%	-15%	-58%	-25%
O=C(COC(=O)CCC(=O)c1cccs1)Nc1ccccc1[N+](=O)[O-]	0%	-22%	9%	0%	-1%	1.8%	-1%	17%	20%
CCN(CC)S(=O)(=O)c1cccc(C(=O)NCc2ccccc2)c1	6%[57.1 µM]	-16%	-3%	12%	4%	3.6%	-2%	18%[57.1 µM]	-2%
FC(F)Oc1ccc(C2N=C(c3ccccc3)NO2)cc1 (stereo not given)	11%	-27%	?	-1%	-1%	0.6%	-12%	17%	0%
CCOC(=O)N1CCN(C(=O)CNC(=O)c2ccc(Br)o2)CC1	-5%[57.1 µM]	-12%	20%	4%	2%	-0.5%	-2%	12%	-19%

2 of the compounds above, with bars between the fields.
SMILES | TrxR1 substrate | USP1-UAF1 inh | ALOX12 inh | mIDH1 inhibitor | Vif-A3G inh | RXFP1 ag | Vif-A3F inh | TrxR1 inh | RGS4 inhibitor
Cc1ccc(S(=O)(=O)NC(=NCC(=O)O)c2ccc(F)cc2)cc1 | 14%[57.1 µM] | -15% | -6% | 13% | -3% | -2.7% | -4% | 23% | -17%
COCCCN(C(=O)Cc1ccc(Cl)c(Cl)c1)c1c(N)n(Cc2ccccc2)c(=O)[nH]c1=O | 0% | -17% | 0% | -1% | 5% | 2.9% | 2% | 12% | -12%[11.4 µM]
